bovine MsrA act – bovine MsrA enzyme activators, primary screen, biochemical, absorbance, HTS; activation, % at 10.6 µM; 360,000 tested, 0.3% active; AID 602163, 2012; Methionine sulfoxide reductase A (Bos taurus); purified bovine MsrA, absorbance read-out; in the data active = activation above about 7.5%;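 note: 0% = vehicle and 100% = reference activator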
MsrA inhibitor – bovine MsrA enzyme inhibitors, primary screen, biochemical, absorbance, HTS | purified bovine MsrA, absorbance read-out | Methionine sulfoxide reductase A (Bos taurus) | AID 651718, 2012 | 360,000 tested, 0.75% active | inhibition, % at 15.5 µM; in the data active = inhibition above about 4.5%;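 note: 0% = vehicle wells with enzyme and 100% = reference inhibitor wells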
Neddylation inh – inhibitors of cullin neddylation, primary screen, biochemical, TR-FRET, uHTS, NAE and Ubc12; calls only at 25 µM; 360,000 tested, 0.58% active; AID 651699, 2012; in the data active = inhibition above about 36%
CSN deneddyl inh – inhibitors of CSN-mediated cullin deneddylation, primary screen, biochemical, fluorescence polarization, uHTS; AID 651999, 2013; inhibition, % at 12.5 µM; 360,000 tested, 0.38% active; Purified CSN, SCF-Nedd8-OG deneddylation; COP9 signalosome complex subunit 5 (Homo sapiens), Q92905;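 active = pattern-corrected inhibition above about 35%, with an unprinted fluorescence ratio check between 0.5 and 1.5, limit read from the data, passing the limit was not always enough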;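 note: 0% = enzyme with substrate and 100% = substrate without enzyme; some results filed as inactive read as strong as hits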
Target sequence (Q92905 whole entry, looked up, one chain of several): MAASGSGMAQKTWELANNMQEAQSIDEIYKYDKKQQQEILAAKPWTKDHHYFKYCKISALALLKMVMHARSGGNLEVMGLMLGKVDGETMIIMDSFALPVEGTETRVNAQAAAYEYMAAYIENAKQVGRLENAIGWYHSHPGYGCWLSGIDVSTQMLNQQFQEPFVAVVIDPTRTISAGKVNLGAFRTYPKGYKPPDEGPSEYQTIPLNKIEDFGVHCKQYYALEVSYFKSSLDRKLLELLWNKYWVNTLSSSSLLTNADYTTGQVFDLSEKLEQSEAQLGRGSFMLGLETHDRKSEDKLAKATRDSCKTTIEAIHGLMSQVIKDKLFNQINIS
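Assay system: Purified human Csn5 enzyme expressed in HEK293T cells | Amount: Enzyme 0.24 nM | Measured by: Fluorescence polarization readout | Medium: Tris/NaCl/DTT buffer, pH 7.5 | Compound dosing: One concentration, 12.5 µM, 0.25% DMSO | Times: 90 min incubation of compound, enzyme and substrate at room temperature | Control set: no-enzyme wells high, enzyme-with-substrate wells low | Read-out: % inhibition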
TbMetRS inhib – T. brucei MetRS inhibitors, primary screen, biochemical, luminescence; purified T. brucei MetRS, ATP depletion, Kinase-Glo luminescence; methionyl-tRNA synthetase (Trypanosoma brucei brucei); inhibition, % at 11.9 µM; 360,000 tested, 0.4% active;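 active = inhibition above a per-plate cutoff of the control wells' mean inhibition plus 3 SD, cut at about 5.5% in these data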;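 note: 0% = DMSO wells median and 100% = median of wells with control inhibitor compound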
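Assay system: T. brucei methionyl-tRNA synthetase, purified | Medium: HEPES buffer with MgCl2, KCl, DTT, spermine, BSA, pyrophosphatase | Compound: 11.9 µM single point | Incubation: 15 min enzyme-compound preincubation, 2 h reaction, 10 min detection, 25 °C | Measured by: Kinase-Glo luciferase luminescence reporting remaining unconsumed ATP | Measure: % inhibition normalized to control-well medians | Replication: Singlicate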
E coli Lon inh – inhibitors of E. coli Lon protease, primary screen, biochemical, fluorescence polarization; P0A9M0; purified E. coli Lon protease; inhibition, % at 7.94 µM; 360,000 tested, 0.42% active; AID 602123, 2011; in the data active = inhibition above about 13%, passing the limit was not always enough;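 note: 0% = enzyme with probe and DMSO and 100% = no enzyme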
FAS TE block – FAS thioesterase domain inhibitors, primary screen, biochemical, fluorescence intensity, uHTS; AID 602261, 2012; recombinant FAS-TE, OMFH fluorogenic substrate, fluorescence endpoint; 360,000 tested, 0.67% active; Fatty acid synthase (Homo sapiens), P49327; inhibition, % at 15 µM;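 active = compounds whose normalised, plate-corrected inhibition of enzyme fluorescence in the single-dose primary screen is 50% or more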;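 note: 0% = DMSO with enzyme and 100% = substrate without enzyme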
MLLE-PAM2 inh – inhibitors of PABP1 MLLE–PAM2 peptide binding, primary screen, biochemical, fluorescence polarization, FITC-PAM2, GST-MLLE. Polyadenylate-binding protein 1 (Homo sapiens), P11940. inhibition, % at 20 µM. AID 588489, 2011. 360,000 tested, 0.36% active; in the data active = inhibition above about 35%, passing the limit was not always enough;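 note: plate controls were DMSO wells with GST-MLLE for no effect and wells lacking GST-MLLE protein for full effect; some results filed as inactive read as strong as hits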
Target sequence (P11940 whole entry, looked up): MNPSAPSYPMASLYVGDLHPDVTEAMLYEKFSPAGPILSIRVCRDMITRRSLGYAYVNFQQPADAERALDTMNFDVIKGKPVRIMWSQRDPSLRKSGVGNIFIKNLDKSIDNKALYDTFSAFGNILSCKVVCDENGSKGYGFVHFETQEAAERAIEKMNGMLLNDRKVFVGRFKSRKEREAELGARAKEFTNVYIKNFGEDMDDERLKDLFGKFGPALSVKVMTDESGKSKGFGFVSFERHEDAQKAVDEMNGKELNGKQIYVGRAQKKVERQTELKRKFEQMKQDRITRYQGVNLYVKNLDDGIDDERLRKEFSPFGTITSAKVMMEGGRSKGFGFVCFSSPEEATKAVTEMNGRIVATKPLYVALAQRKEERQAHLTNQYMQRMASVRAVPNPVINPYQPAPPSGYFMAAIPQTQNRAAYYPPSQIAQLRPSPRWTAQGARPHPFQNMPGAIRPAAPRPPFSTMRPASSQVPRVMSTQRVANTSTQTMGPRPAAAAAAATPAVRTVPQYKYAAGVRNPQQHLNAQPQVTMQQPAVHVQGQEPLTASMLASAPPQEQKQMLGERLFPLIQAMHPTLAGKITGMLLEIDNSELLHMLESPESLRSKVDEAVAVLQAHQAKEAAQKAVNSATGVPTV
Rin1 Abl inh – inhibitors of Rin1-Abl protein binding, primary screen, biochemical, TR-FRET. 360,000 tested, 0.4% active. Tyrosine-protein kinase ABL1 (Homo sapiens) + Ras and Rab interactor 1 (Homo sapiens), …. inhibition, % at 7.35 µM; in the data active = inhibition above about 5%, passing the limit was not always enough
The depositor's hits bear a star; i = inactive; . = no result given. Compounds as they come (roughly 4% active in at least one column).

SMILES	bovine MsrA act	MsrA inhibitor	Neddylation inh	CSN deneddyl inh	TbMetRS inhib	E coli Lon inh	FAS TE block	MLLE-PAM2 inh	Rin1 Abl inh
Cc1cc(-c2ccc(S(=O)(=O)N3CCN(c4ccccc4F)CC3)s2)on1	-4	0.9	i	-4	-0.8	6	18	-6	3
COCCNC(=O)C1(C)CCCN(Cc2c(C)nn(-c3ccccc3)c2C)C1 (stereo not drawn)	-7	0.4	i	-1	-0.3	-2	-8	7	3
CC(=O)C1=C(O)C(=O)N(c2ccc(F)cc2)C1c1ccc(C)cc1 (stereo not drawn)	-2	1.8	i	0	-0.2	-9	-6	3	-4
CCc1c(C)nc2cc(-c3cccc(Br)c3)[nH]n2c1=O	-3	0.5	i	11	-0.3	-3	3	5	4
CCCOC(=O)c1ccc(O)c(OC)c1	-1	1.0	i	-11	-0.1	7	-2	-6	4
Cn1c(-c2ccccc2)cnc1NCc1ccc(-c2ccccc2)cc1	-5	-0.7	i	-1	-0.5	4	8	5	0
O=C(CCc1nnc(-c2ccccc2)o1)NCc1cc(F)ccc1F	-4	1.2	i	0	-0.6	2	-7	6	4
COc1ccc(CCNc2ncnc3c2[nH]c2cc(OC)c(OC)cc23)cc1OC	1	1.5	.	7	0.8	5	0	5	2
O=C(Cc1ccc(-n2c(=O)c3sccc3n(CC(=O)Nc3ccccc3)c2=O)cc1)NCc1ccco1	-7	-0.5	i	2	-0.1	-8	-4	10	-5
COc1cc(C(=O)NCCCNC(=O)c2cc(OC)c(OC)c(OC)c2)cc(OC)c1OC	-4	-0.9	i	1	0.0	-3	-4	-7	2
c1ccc(CSc2nc3ncncc3[nH]2)cc1	-6	-0.5	i	2	-0.7	-7	-6	-25	1
CCC1SC2=NCCN2C1(O)c1ccc(Cl)cc1 (stereo not drawn)	0	-0.5	i	5	0.2	2	-184	22	-2
CCOC(=O)/C=C/C(=O)Nc1nccs1	-6	1.9	i	6	-0.7	0	-15	-5	-4
Cc1cccc(-c2nc(CS(=O)CC(=O)N3CCN(C)CC3)c(C)o2)c1 (stereo not drawn)	-2	-0.1	i	-1	-0.5	-12	-5	9	1
CCCCOC(=O)C1=C(C)Nc2ncnn2C1c1cccc(OC)c1OC (stereo not drawn)	-12	-0.2	i	6	-1.4	-8	-2	12	-2
Cc1cccc(N2CCN(Cc3c(C)n(C)n(-c4ccccc4)c3=O)CC2)c1C	-3	-0.7	i	-6	0.0	-5	-4	4	-4
Cn1ccnc1SCC(=O)n1c2c(c3ccccc31)CCCC2	-9	1.2	i	1	-1.6	3	8	-7	3
Cc1cccc(NC(=O)NC(C)C(c2cccs2)N2CCOCC2)c1 (stereo not drawn)	-6	-0.1	i	-1	-0.5	-6	0	1	-1
O=[N+]([O-])c1cc(S(=O)(=O)C(F)(F)F)ccc1Sc1nc2ccccc2s1	2	0.1	i	6	-0.5	-1	36	-24	-1
Cn1c(N)c(S(=O)(=O)NCc2ccc(Cl)cc2)c(=O)n(C)c1=O	8.9*	0.4	i	6	-0.4	-9	-14	8	-1
NS(=O)(=O)c1ccc(NC(=S)NCc2ccccc2)cc1	-7	-0.2	i	-7	0.4	-2	-8	27	0
Cc1ccc(C(=O)Cc2ccccc2)c(O)c1	-2	3.0	i	2	-0.2	3	17	-5	-2
CC1C2CC(C(CN(C)C)/C2=N/O)C1(C)C (stereo not drawn)	1	-0.8	i	-1	-0.5	-3	-5	-9	0
Cc1ccc(C(=O)N/C(=C/c2cccs2)C(=O)NCC2CCCO2)cc1 (stereo not drawn)	-10	0.8	i	0	-1.0	4	-5	-3	-3
CCC(NC(=O)Cc1c(C)c2ccc(OC)c(C)c2oc1=O)C(=O)NC(Cc1ccc(Cl)cc1)C(=O)O (stereo not drawn)	-1	2.4	.	3	-0.6	-1	-4	-5	1
c1ccc2c(N3CCOCC3)nc(-c3ccncc3)nc2c1	-16	1.3	i	2	-1.7	-6	-6	12	-2
Cc1ccc(OCC(=O)O/N=C(\N)c2ccccn2)cc1C	-4	-1.0	i	6	0.0	7	-10	4	2
Cn1c(Cc2cccs2)nnc1SCC(=O)N1CCCc2ccccc21	-3	1.4	i	1	0.5	-5	-5	-3	-2
CCCCc1n(CC(=O)c2ccc(Cl)cc2)c2ccccc2[n+]1C	-2	1.5	i	7	-0.5	12	-1	-13	4
COc1cc(-c2nnc(-c3ccc(S(=O)(=O)c4ccccc4)cc3)o2)cc(OC)c1OC	-2	-1.4	i	-1	-0.5	-5	24	-9	-4
CC(=O)N1CCN(C(=O)c2cc(=O)c3ccccc3o2)CC1	-5	-0.7	i	1	-0.8	3	-1	-8	4
O=C(Cc1cccs1)NCc1ccccc1	-6	1.3	i	-5	-1.5	3	-6	8	3
CC(=O)Oc1ccc(N2C(=O)c3cccc4c([N+](=O)[O-])ccc(c34)C2=O)cc1	-2	0.5	i	-4	-0.6	15	-86	11	-3
CCC(=O)c1ccc(OCC(O)CN2CCN(S(=O)(=O)N3CCCCC3)CC2)cc1 (stereo not drawn)	-3	-0.3	i	0	-0.6	3	-2	-16	3
O=C(CN1CCCCCC1)Nc1cccc([N+](=O)[O-])c1	-6	-0.8	i	-1	-0.5	-2	-4	13	4
Cc1ccc2nsnc2c1S(=O)(=O)N(Cc1ccco1)Cc1cc2cccc(C)c2[nH]c1=O	-3	.	i	1	-0.5	-3	8	11	-1
COCn1c(-c2cccc(Br)c2)nc2ccccc21	1	1.3	i	1	0.0	2	-2	-9	-9
CCOc1ccccc1C(=O)N(Cc1cccs1)C1CCS(=O)(=O)C1 (stereo not drawn)	-2	-0.9	i	-4	-0.2	9	-3	-7	0
Cc1cc(Br)ccc1NC(=O)CN(C)C(=O)CSC(=S)N1CCCC1	0	-0.2	i	-3	-0.3	0	-2	17	0
Cc1ccc(C)c(CC(=O)N2CCCC(c3cc(C(=O)NCc4cccnc4)no3)C2)c1 (stereo not drawn)	-1	-0.9	i	5	0.2	-7	-6	18	2
Cc1ccc2nc(C3CCCN(C(=O)NCc4ccccc4)C3)[nH]c2c1 (stereo not drawn)	-2	1.5	i	0	15*	-3	-2	-10	-5
Cc1ccsc1C(=O)N1CCN(S(=O)(=O)c2cccc(F)c2)CC1	0	-0.1	i	1	-0.3	3	-6	5	-1
O=S(=O)(c1ccc(N2CCCC2)cc1)C(F)(F)F	-12	-0.9	i	9	-1.3	6	18	-4	-5
COc1ccc(NC(=O)c2ccc(-c3c(C)noc3C)c3ccoc23)cn1	1	-0.6	i	-2	-0.2	2	-1	-65	1
CC(C)[C@H](NC(=O)[C@@H]1Cc2c([nH]c3ccccc23)C2c3ccccc3C(=O)N21)C(=O)N1CCC[C@H]1C(=O)O (stereo partly drawn)	0	0.0	i	-2	-0.7	-9	0	0	1
COc1ccc(CCNC2=CC(=O)CCC2)cc1OC	-1	.	i	-2	-0.4	0	2	-4	-2
Cn1c(CSc2nc3ccc(Br)cc3[nH]2)nc2ccccc21	-6	0.0	i	3	12*	-2	31	-33	2
Cc1onc(-c2ccccc2)c1-c1ccc(S(N)(=O)=O)cc1	-3	-0.1	i	-2	-1.3	1	1	8	1
CC(C)COc1cccc(C(=O)Nc2ccc(N3CCOCC3)cc2N2CCOCC2)c1	-3	-0.4	i	0	-0.3	-12	18	-1	0
O=C(NCC1CC1)C1(C(F)(F)F)C/C(=C\Cc2ccccc2)CCCO1 (stereo not drawn)	-9	0.3	i	1	-0.1	0	7	-1	0
Continuation:
SMILES	bovine MsrA act	MsrA inhibitor	Neddylation inh	CSN deneddyl inh	TbMetRS inhib	E coli Lon inh	FAS TE block	MLLE-PAM2 inh	Rin1 Abl inh
COC(=O)CSc1nc(N)c(C#N)c(-c2ccc(O)cc2)c1C#N	-2	0.5	i	3	-0.1	7	-4	2	-1
N#Cc1ccccc1NCC(=O)N1CCN(S(=O)(=O)c2ccccc2)CC1	-4	-0.5	i	-6	-0.5	6	-1	-53	2
Fc1ccc(N/N=C(/c2ccccc2)c2ccccn2)cc1	-3	0.0	i	1	-0.1	-1	7	1	-5
CCOc1ccccc1CN1CCN(Cc2c[nH]c3ccccc23)CC1CCO (stereo not drawn)	-2	-0.2	i	1	-2.0	-5	-2	-19	-1
Cc1cc(NC(=O)C2Oc3ccccc3OC2C)no1 (stereo not drawn)	-3	-1.2	i	-1	-0.2	-2	-7	-1	1
O=C1[C@@H]2[C@@H]3C[C@@H]([C@H]4ON=C(c5ccc(OCc6ccccc6)cc5)[C@@H]34)[C@@H]2C(=O)N1c1ccc2c(c1)OCO2	-3	-0.2	i	-7	0.3	-11	40	0	-2
O=c1cc(-c2ccc(O)cc2)oc2c(C3OCC(O)C(O)C3O)c(O)c(C3OC(CO)C(O)C(O)C3O)c(O)c12 (stereo not drawn)	-6	1.2	i	0	-2.1	0	-5	-10	2
CC(C)CC(=O)Nc1nnc(SCC(=O)Nc2ccc(F)cc2)s1	-4	-0.7	i	-4	-0.3	-5	0	1	3
COc1ccccc1OCCCCn1ncc2ccc(OC)c(OC)c2c1=O	-4	-0.6	i	-3	-0.2	-2	-4	7	6
O=C1Nc2ccccc2Oc2cc([N+](=O)[O-])ccc21	-7	0.8	i	1	-0.8	-31	5	-6	1
COc1cc(OC)cc(C(=O)NNC(=O)Cc2cccs2)c1	-2	0.4	i	0	-0.2	-10	-3	-29	-1
Cc1cccc(C(=O)NNS(=O)(=O)c2ccccc2)c1O	-2	-0.5	i	2	-0.2	2	-3	-8	1
CN1C(=O)c2cccc(NC(=O)Cc3ccccc3)c2C1=O	0	1.0	i	-1	0.2	-7	14	-8	1
O=C(CSc1nc2ccccc2s1)NCC1CCCO1 (stereo not drawn)	-6	-0.2	i	2	-0.1	-3	-5	11	3
COc1ccc(OCC(=O)Nc2cccc(OC)c2)cc1	-10	-1.1	i	-1	-0.5	4	-5	14	-3
Cc1nn(-c2ccccc2)c2c1C(c1cccc([N+](=O)[O-])c1)N(c1ccccc1)C(=O)N2 (stereo not drawn)	-2	0.7	i	-6	-0.5	0	8	1	-4

Four consecutive records from above, for reference:
SMILES	bovine MsrA act	MsrA inhibitor	Neddylation inh	CSN deneddyl inh	TbMetRS inhib	E coli Lon inh	FAS TE block	MLLE-PAM2 inh	Rin1 Abl inh
CN1C(=O)c2cccc(NC(=O)Cc3ccccc3)c2C1=O	0	1.0	i	-1	0.2	-7	14	-8	1
O=C(CSc1nc2ccccc2s1)NCC1CCCO1 (stereo not drawn)	-6	-0.2	i	2	-0.1	-3	-5	11	3
COc1ccc(OCC(=O)Nc2cccc(OC)c2)cc1	-10	-1.1	i	-1	-0.5	4	-5	14	-3
Cc1nn(-c2ccccc2)c2c1C(c1cccc([N+](=O)[O-])c1)N(c1ccccc1)C(=O)N2 (stereo not drawn)	-2	0.7	i	-6	-0.5	0	8	1	-4
